S2 tox = cell viability loss in ATXN counter-screen. S2 cells (HEK-293 line with an ATXN2-luciferase reporter) viability, CellTiter-Fluor protease fluorescence, 24 h. hit rate 0.49% among 400,000. Potency, µM (highest dose often 56.7 µM), actives largely listed as cytotoxic; note: potency is the fitted concentration of half-maximal effect; nearly all actives have a fitted effect of over 40% in size
EPAC2 agonist = EPAC2 (human) agonism. Q8WZA2. EPAC2 activation, biochemical qHTS; response scale: 100% = 6.5 mM cAMP response. Potency, µM (doses to about 154 µM), inactives show at the highest dose activation, hits mostly activators. hit rate 0.079% among 360,000. AID 720711; note: potency is the fitted concentration of half-maximal effect; nearly all actives have a fitted effect of over 50% in size
Target sequence (Q8WZA2 whole entry, looked up): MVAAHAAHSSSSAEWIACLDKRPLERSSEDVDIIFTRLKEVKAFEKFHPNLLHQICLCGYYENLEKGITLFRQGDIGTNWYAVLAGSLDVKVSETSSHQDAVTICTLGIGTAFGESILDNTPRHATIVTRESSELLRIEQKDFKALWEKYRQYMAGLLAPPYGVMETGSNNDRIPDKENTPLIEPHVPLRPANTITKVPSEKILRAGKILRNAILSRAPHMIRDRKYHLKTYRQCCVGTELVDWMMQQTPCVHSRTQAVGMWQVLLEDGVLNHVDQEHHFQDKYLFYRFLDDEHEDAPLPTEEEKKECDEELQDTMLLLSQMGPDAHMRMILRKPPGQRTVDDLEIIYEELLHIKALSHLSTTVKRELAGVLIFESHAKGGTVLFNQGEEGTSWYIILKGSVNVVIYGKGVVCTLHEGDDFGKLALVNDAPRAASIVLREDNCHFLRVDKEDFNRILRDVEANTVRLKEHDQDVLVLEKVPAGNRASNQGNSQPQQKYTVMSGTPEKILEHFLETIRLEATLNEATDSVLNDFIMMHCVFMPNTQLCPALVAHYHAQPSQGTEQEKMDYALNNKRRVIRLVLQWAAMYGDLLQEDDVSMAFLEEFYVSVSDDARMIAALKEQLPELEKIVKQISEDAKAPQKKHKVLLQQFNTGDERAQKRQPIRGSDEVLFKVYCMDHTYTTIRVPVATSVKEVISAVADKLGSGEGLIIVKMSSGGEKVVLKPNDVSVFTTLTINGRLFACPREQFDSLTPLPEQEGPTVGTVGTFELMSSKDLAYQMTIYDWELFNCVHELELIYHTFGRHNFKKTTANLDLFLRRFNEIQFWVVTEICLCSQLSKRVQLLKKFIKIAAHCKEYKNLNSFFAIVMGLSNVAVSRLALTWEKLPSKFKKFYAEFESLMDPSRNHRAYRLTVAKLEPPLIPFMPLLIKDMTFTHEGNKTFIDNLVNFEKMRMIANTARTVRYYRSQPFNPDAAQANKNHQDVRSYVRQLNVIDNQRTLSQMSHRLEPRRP
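qHTS, titration series. 100 nM EPAC2 / 250 nM Rap1B-BODIPY-GDP / 50 uM GDP; RT; ex 480/em 540 nm, 5-min reads to 30 min. Norm. to 6.5 mM cAMP = activation.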
A549 tox = kills or reduces viability of A549 cells in Nrf2 counter-screen; Potency, µM (top dose mostly 46 µM), for the others: top-dose activity change, negative = cytotoxicity, usual class: inhibitors; hit rate 0.16% among 390,000; A549 ARE-Fluc cells, CellTiter-Fluor viability, 18-24 h; note: potency is the fitted concentration of half-maximal effect; % is set by controls: 0 for no effect and ±100 for the full control effect
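A549 ARE_Fluc cells in 5% FBS OPTI-MEM were exposed to compounds in concentration-response for 18-24 h at 37 deg C. Viability was read by CellTiter-Fluor fluorescence (Ex 405/Em 525) after 30 min, before the luciferase read.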
ATXN2 expr inh = ATXN2 expression inhibition | HEK-293 ATXN2-luciferase reporter, luminescence, 24 h | Potency, µM (titrated, usually from 57 µM), inactives show top-dose activity change, negative = inhibition, hits mostly inhibitors | hit rate 0.72% among 360,000; note: potency is the fitted concentration of half-maximal effect; % is set by controls: 0 for no effect and ±100 for the full control effect; nearly all actives have a fitted effect of over 55% in size
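ATXN2-luciferase reporter cells (luciferase flanked by upstream and downstream ATXN2 gene portions) were treated 24 h at 37 °C with compounds at up to 57 uM. SteadyGlo luminescence gave expression; GF-AFC fluorescence gave viability.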
TGFb inhibitor = blocks TGF-b signaling. hit rate 1.2% among 410,000. AID 588855. HepG2 CAGA-GFP TGF-b/SMAD3 reporter, GFP fluorescence, 18 h; TGF-beta stimulated, 500 pg/mL final. Potency, µM (highest dose often 46.1 µM), inactives show top-dose activity, negative = inhibition, usual class: inhibitors; note: potency is the fitted concentration of half-maximal effect; % is set by controls: 0 for no effect and ±100 for the full control effect; nearly all actives have a fitted effect of over 65% in size
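HEPG2 CAGA-GFP, 1000 cells/well; 2 h settle, 37 C; cpd via pin tool; TGF-b 500 pg/mL final; 18 h, 37 C; GFP imaging ex488/em500-530; %Activity normalised to -TGF-b and +DMSO controls; CRC fit, curve class.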
IL2 activator = activators of IL-2 | activation, % (series mostly up to about 46 µM) | hit rate 0.065% among 360,000 | IL-2 activation reporter assay, cell-based qHTS; stimulated with anti-CD3/CD4/CD28 beads; in transgenic mouse T cells | AID 652025; in the data active = activation above about 50%; inconclusive = mostly about 30% to 49%; note: 0% is about no effect
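Readout: EGFP and DsRed signals by fluorescent plate cytometry. Unstimulated transgenic mouse T cells received compound 60 min before antibody-bead stimulation, then incubated 18 h at 37 degrees C.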
Nrf2 inh = inhibitors of Nrf2 signaling | AID 504444 | A549 ARE-Fluc reporter, luciferase luminescence, 18-24 h | Potency, µM (titrated, usually from 46 µM), for the others: at the top dose activity change, negative = inhibition, hits mostly inhibitors | hit rate 2.1% among 360,000; note: potency is the fitted concentration of half-maximal effect; % is set by controls: 0 for no effect and ±100 for the full control effect; nearly all actives have a fitted effect of over 60% in size
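Cells were seeded and rested 2 h, then exposed to compounds for 18-24 h. CellTiter-Fluor was read first as a viability measure. BugLite was added 15 min before the final luminescent read of ARE-luciferase activity in A549 cells.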
Nrf2 ARE act = activators of Nrf2 (ARE) signaling | AREc32 ARE-luciferase reporter (MCF7-derived line), luminescence, 24 h | AID 624171 | hit rate 0.31% among 410,000 | Potency, µM (doses to about 46.1 µM), without a hit: at the highest dose activation, actives largely listed as activators; note: potency is the fitted concentration of half-maximal effect; % of control where 0% means no effect; nearly all actives have a fitted effect of over 65% in size
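ARE activation measured as luciferase luminescence (Steady-Glo, 30 min RT) in AREc32_Fluc cells after 24 hr compound exposure at 37 deg C, 5% CO2; cells seeded overnight at 1000/well in OPTI-MEM, 5% FBS.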
HepG2 viability = kills HepG2 cells in TGF-b inhibitor counter-screen; hit rate 0.76% among 410,000; HepG2 CAGA-GFP viability, ATP luminescence, 18 h; Potency, µM (highest dose often 46.1 µM), for inactives: at the highest dose activity change, negative = cytotoxicity, hits mostly cytotoxic; note: potency is the fitted concentration of half-maximal effect; some results filed as inactive show a strong effect at the top dose
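CellTiter-Glo luminescence gave cytotoxicity after 18 hours at 37 degrees C. The cells were HepG2 CAGA-GFP in 1% FBS DMEM, stimulated with 500 pg/mL TGF-beta after compound addition. %Activity was normalised to no-cell wells (complete cell-killing) and DMSO (no toxicity), and curves were fitted and classified.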
The depositor's hits bear a star; i = inactive; ? = inconclusive; / = not tested or not shown; & = joins results of further samples; [ ] = dose if it differs, or a comment. Unless noted, calls come from the whole dose curve; as a rule, active = well fitted curve in the direction sought with a large enough effect; inconclusive = small, poorly fitted or top-dose-only effect, or another doubt; inactive = no such curve, though single readings can be large; an effect the other way counts as inactive or inconclusive.

Codes: A = S2 tox; B = EPAC2 agonist; C = A549 tox; D = ATXN2 expr inh; E = TGFb inhibitor; F = IL2 activator; G = Nrf2 inh; H = Nrf2 ARE act; I = HepG2 viability
SMILES: COc1ccc(NCC(=O)N/N=C/C(C)c2ccccc2)cc1 (stereo not drawn)
  A: i | B: 5.0% | C: 1.1% | D: -20.8% | E: 7.7% | F: 0.5 | G: ? | H: 0.0% | I: -13.2%

SMILES: CC(C)Sc1nc2ccccc2c(=O)[nH]1
  A: / | B: 3.1% | C: -23.1% | D: / | E: 0.0% | F: -0.2 | G: ? | H: 0.0% | I: -19.5%

SMILES: CC(C)OC(=O)CSc1n[nH]c(-c2cccnc2)n1
  A: i | B: 2.3% | C: 6.6% | D: 42.8%[activator] | E: -12.0% | F: -3.4 | G: 4.1% | H: -0.3% | I: -9.3%

SMILES: CCn1c(=O)c2cc(C(=O)Nc3cccc(C(F)(F)F)c3)sc2c2ccccc21
  A: i | B: / | C: 9.8% | D: -0.8% | E: -14.1% | F: / | G: 13.3% | H: -0.3% | I: -6.4%

SMILES: CC(C)(C)c1ccc(C(CC(=O)O)NC(=O)CCCc2ccccc2)cc1 (stereo not drawn)
  A: i | B: 0.7% | C: 2.5% | D: 2.4% | E: -1.6% | F: 0.8 | G: -1.2% | H: -0.9% | I: -17.3%

SMILES: Cc1cc(NC(=O)c2cc3nc(C4CC4)cc(C(F)(F)F)n3n2)no1
  A: i | B: 2.3% | C: -1.4% | D: 1.5% | E: 29.2% | F: 0.4 | G: -9.4% | H: 0.5% | I: -0.1%

SMILES: COc1ccccc1CN1CCNC(=O)C1CC(=O)NC1Cc2ccccc2C1 (stereo not drawn)
  A: i | B: 3.9% | C: 0.1% | D: -10.8% | E: -10.7% | F: -3.5 | G: ? | H: 1.1% | I: -15.2%

SMILES: O=c1cc(-c2cc3ccccc3o2)c2cc(O)ccc2o1
  A: i | B: 4.8% | C: -3.2% | D: -23.6% | E: -5.7% | F: -2.1 | G: 10.6% | H: 0.4% | I: -1.8%

SMILES: Cc1cccc(CSc2nnc(NC(=O)c3ccco3)s2)c1
  A: i | B: -4.6% | C: -11.0%[1.84 µM] | D: 35.2% | E: -2.4% | F: 0.4 | G: ? | H: 2.3% | I: -8.4%

SMILES: Cc1ccccc1C(=O)Nc1ccccc1C(=O)OCc1cc(=O)n2nc(C3CC3)sc2n1
  A: i | B: / | C: 15.6% | D: 11.4% | E: 56.1%[activator] | F: / | G: / | H: 0.4% | I: -7.2%

SMILES: C=CCNC(=O)c1ccccc1NC(=O)c1ccccc1C
  A: i | B: 10.6% | C: 0.4% | D: -3.9% | E: -1.7% | F: -0.2 | G: 3.6% | H: 0.0% | I: -13.5%

SMILES: N#CC(=C(O)COC(=O)CCC1CCCCC1)c1nc2ccccc2[nH]1
  A: / | B: -5.0% | C: 0.3% | D: 20µM* | E: -4.6% | F: -1.9 | G: 6.7% | H: 0.7% | I: 16.1%

SMILES: O=C(Cn1cc(C(F)(F)F)ccc1=O)NC(c1ccccc1)c1ccccc1
  A: i | B: 0.1% | C: 5.8% | D: -6.1% | E: 7.1% | F: -4.4 | G: -0.4% | H: 0.3% | I: -0.7%

SMILES: Cc1ccc(S(=O)(=O)CC(=O)Nc2nc3ccc(S(N)(=O)=O)cc3s2)cc1
  A: i | B: 5.3% | C: -2.0% | D: -5.5% | E: -0.1% | F: -2.0 | G: 2.1% | H: -1.3% | I: 8.6%

SMILES: Cc1cccc(NC(=O)CN2C(=O)N/C(=C/c3ccc(-c4cccc(C(=O)O)c4C)o3)C2=O)c1
  A: i | B: 7.4% | C: -12.7% | D: 8.4% | E: 1.3% | F: -0.6 | G: 0.7% | H: 0.0% | I: -0.4%

SMILES: COc1cc(OC)cc(C(=O)Nc2ccc(N3CCOCC3)cc2N2CCOCC2)c1
  A: i | B: -4.4% | C: -2.8% | D: / | E: ? | F: 0.7 | G: 5.9% | H: 0.4% | I: -27.2%

SMILES: O=C1CCC(C(=O)Nc2ccc(OC(F)F)cc2)N1 (stereo not drawn)
  A: i | B: -15.6% | C: 0.0% | D: -6.7% | E: -22.2% | F: -2.2 | G: -8.7% | H: -0.5% | I: 0.9%

SMILES: Cc1cc(CN2CCN(CCC#N)CC2)c(O)c(C2(C)CCCCC2)c1
  A: i | B: 9.3% | C: 13.8% | D: -22.9% | E: 0.2% | F: 1.0 | G: 2.1% | H: -0.4% | I: -41.9%

SMILES: Cc1nc(NC(=O)CSc2nc3cccnc3n2C2CCCCC2)sc1C
  A: ? | B: -9.7% | C: -18.4% | D: -21.8% | E: 4.5% | F: 5.3 | G: ? | H: -0.8% | I: -3.0%

SMILES: Cc1ccc(NC(=O)c2cccs2)cc1NC(=O)c1cccnc1
  A: ? | B: 4.1% | C: -1.6% | D: / | E: -18.8% | F: -2.0 | G: -1.2% | H: -0.1% | I: -11.0%

SMILES: CCn1c(C(=O)N2CCc3ccccc3C2)cc2sccc21
  A: i | B: ? | C: 19.2% | D: -12.9% | E: -13.8% | F: -2.1 | G: 2.7% | H: 3.4% | I: -11.9%

SMILES: Cc1ccc2nnn(Cc3cccc(C(C)(C)C)c3O)c2c1
  A: i | B: 0.6% | C: -2.7% | D: -25.6% | E: ? | F: -2.3 | G: -2.5% | H: 0.5% | I: -20.3%

SMILES: COc1ccc(CNC(=O)C2CCN(S(=O)(=O)N3CCC(C)CC3)CC2)c(OC)c1
  A: i | B: 13.6% | C: 2.9% | D: / | E: 0.0%&-3.3% | F: -1.4 | G: / | H: 0.6%&-0.8% | I: -3.8%&0.5%

SMILES: CCOc1ccc(NC(=O)c2ccc3c(=O)n4nc(Nc5ccccc5C)sc4nc3c2)cc1
  A: i | B: / | C: 11.2% | D: 1.0% | E: 1.0% | F: / | G: ? | H: -0.1% | I: -10.0%

SMILES: Cc1csc(NC(=O)CCCSc2nc3ccccc3s2)n1
  A: i | B: 1.5% | C: -17.7% | D: 4.1% | E: ? | F: 0.6 | G: -28.7% | H: 0.4% | I: 1.5%

SMILES: COc1ccc2oc3c(ccc[n+]3C)c(=O)c2c1
  A: i | B: -3.4% | C: / | D: 3.3% | E: 27.0% | F: 0.8 | G: / | H: -0.1% | I: 1.0%

SMILES: Cc1cccc(NC(=O)/C(C#N)=C\c2cc(C)n(-c3ccc(C(=O)O)cc3)c2C)c1
  A: i | B: -1.1% | C: -6.3% | D: / | E: 2.1% | F: 0.2 | G: -5.5% | H: 0.1% | I: -1.8%

SMILES: COc1ccccc1N1CCN(S(=O)(=O)CCNC(=O)C2CC2)CC1
  A: i | B: 8.5% | C: 0.0% | D: -26.8% | E: -22.0% | F: 0.6 | G: 3.5% | H: -0.4% | I: -8.3%

SMILES: Cc1ccc(N2C(=O)NC(C(F)(F)F)(C(F)(F)F)C3=C2CC(C)(C)CC3=O)cc1
  A: i | B: -4.8% | C: -3.5% | D: 6.1% | E: ? | F: -1.4 | G: 3.5% | H: 2.6% | I: -17.1%

SMILES: Cc1nc(Nc2ccc3c(c2)OCO3)c2oc3ccccc3c2n1
  A: i | B: 17.4% | C: -4.1% | D: 4.5% | E: -5.8% | F: -0.3 | G: -24.2% | H: 4.3% | I: -30.1%

SMILES: CCNC(=S)N(Cc1c(C)noc1C)c1ccccc1
  A: i | B: -7.3% | C: 13.5% | D: -4.1% | E: -0.4% | F: -0.3 | G: 1.8% | H: 2.3% | I: -4.5%

SMILES: O=C1CCC(C(=O)OC(C(=O)c2c[nH]c3ccccc23)c2ccccc2)=NN1 (stereo not drawn)
  A: i | B: -2.1% | C: 0.7% | D: -6.1% | E: ? | F: 1.6 | G: -8.6% | H: -0.3% | I: 0.2%

SMILES: CC(=O)NC1CC2CCCC(C1)N2C(=O)Nc1ccc(Cl)c(C(F)(F)F)c1 (stereo not drawn)
  A: i | B: 5.6% | C: -0.7% | D: -2.6% | E: ? | F: -1.6 | G: -10.3% | H: 0.2% | I: 0.7%

SMILES: COCCCNC(=O)c1ccc(CN2CCc3ccccc3C2)cc1
  A: i | B: -3.0% | C: -0.7% | D: -16.2% | E: 0.0% | F: 1.7 | G: -12.0% | H: -0.3% | I: -15.4%

SMILES: CCN(C(=O)c1coc(=O)c(Br)c1)c1ccc2c(c1)OCO2
  A: i | B: 18.2% | C: -8.7%[1.84 µM] | D: 0.7% | E: -4.1% | F: -1.6 | G: 7.8% | H: ? | I: -1.1%

SMILES: COc1ccc(-n2ncc(S(=O)(=O)c3ccccc3)c2-c2ccc(Cl)cc2)cc1
  A: i | B: 10.4% | C: -3.9% | D: -27.5% | E: -37.6% | F: -1.9 | G: ? | H: 2.9% | I: 2.6%

SMILES: Cc1cccc(-n2c(SCc3cc(=O)n4ccsc4n3)nc3ccccc3c2=O)c1
  A: ? | B: 2.7% | C: -4.7% | D: 2.4% | E: -4.0% | F: -0.1 | G: 12.2% | H: -0.9% | I: -1.6%

SMILES: Cn1cc(CN2CCCCC2c2ccccn2)c(-c2ccc3c(c2)OCCO3)n1 (stereo not drawn)
  A: i | B: 4.2% | C: 12.1% | D: 4.6% | E: -9.5% | F: 0.0 | G: -11.7% | H: 0.3% | I: -2.1%

SMILES: Cc1ccnc(SCc2cc(=O)c(OC(=O)c3ccc(S(=O)(=O)N(C)C)cc3)co2)n1
  A: i | B: -1.1% | C: -7.6% | D: -7.3% | E: 6.0% | F: 0.3 | G: -5.9% | H: -0.5% | I: 0.1%

SMILES: CCOc1ccc(C(=O)NC(=S)Nc2ccccc2N2CCCCC2)cc1[N+](=O)[O-]
  A: i | B: 0.3% | C: 10.1% | D: -5.1% | E: -8.1% | F: 2.6 | G: ? | H: 0.2% | I: -3.6%
